# Assay outcomes (PubChem)
# hcGAS lum = blocks human cGAS activity; Q8N884; recombinant h-cGAS, ATP depletion, Kinase-Glo luminescence; inhibition, % at 12.5 µM; 290,000 compounds, 0.081% hits; AID 1259398;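 also: 0% = vehicle reaction and 100% = reaction without DNA for no activity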
# Target sequence (Q8N884 whole entry, looked up): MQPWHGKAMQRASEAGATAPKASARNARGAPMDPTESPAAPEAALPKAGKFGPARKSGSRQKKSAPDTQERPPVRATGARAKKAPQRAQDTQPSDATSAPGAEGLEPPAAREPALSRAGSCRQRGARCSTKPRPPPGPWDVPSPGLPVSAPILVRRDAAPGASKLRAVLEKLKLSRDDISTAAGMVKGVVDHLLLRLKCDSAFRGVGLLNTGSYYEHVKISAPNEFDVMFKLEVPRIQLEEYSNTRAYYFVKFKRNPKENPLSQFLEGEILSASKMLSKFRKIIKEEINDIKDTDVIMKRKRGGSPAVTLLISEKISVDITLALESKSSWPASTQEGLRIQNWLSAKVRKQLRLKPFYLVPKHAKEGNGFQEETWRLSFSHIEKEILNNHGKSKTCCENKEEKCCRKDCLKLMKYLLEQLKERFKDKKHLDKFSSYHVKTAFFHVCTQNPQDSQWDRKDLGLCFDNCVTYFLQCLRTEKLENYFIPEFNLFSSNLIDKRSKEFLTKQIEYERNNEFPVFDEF
# mcGAS inh = inhibitors of mouse cGAS. 160,000 compounds, 0.15% hits. recombinant cGAS, Kinase-Glo ATP depletion luminescence. inhibition, % at 12.5 µM. Q8C6L5. AID 1259399;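 also: 0% = negative control wells and 100% = reference inhibitor with no enzyme activity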
# NPYLR7 agonist = mosquito NPYLR7 agonism. HEK293T NPYLR7/Galpha15, GCaMP6s calcium fluorescence. activation, % at 10 µM. 270,000 compounds, 0.15% hits; in the data active = activation above about 40%;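 also: 0% = vehicle and 100% = reference agonist at the receptor; some compounds past the cut are filed as inactive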
# Active calls of the source: *; · = not tested or not shown; & = joins results of further samples. Rule as the data show it, unless noted: active = inhibition above about 40%; inactive = the rest.
# Start of the listing, in advance (five entries):
structure | hcGAS lum | mcGAS inh | NPYLR7 agonist
CCOC(=O)CCC(=O)Nc1ccc(-n2nc(OCCOC)nc2-c2ccc(C(F)(F)F)cc2)cc1 | 14 | -4 | -1
COc1ccc(-n2c(=O)[nH]cc(C(=O)Nc3ccccc3C(F)(F)F)c2=O)cc1 | 0 | -2 | 5
Clc1ccc2nc(C34CC5CC(CC(C5)C3)C4)cn2c1 | -4 | -5 | 12
O=C(CSc1nc(CC(=O)NCc2cccs2)cc(=O)[nH]1)NCc1ccco1 | -1 | -8 | -19
S=c1[nH]nc(-c2cc(-c3ccccc3)nc3ccccc23)n1-c1ccc(Cl)cc1 | -2 | 1 | -2

# This part in full, repeating the preview:
structure | hcGAS lum | mcGAS inh | NPYLR7 agonist
CCOC(=O)CCC(=O)Nc1ccc(-n2nc(OCCOC)nc2-c2ccc(C(F)(F)F)cc2)cc1 | 14 | -4 | -1
COc1ccc(-n2c(=O)[nH]cc(C(=O)Nc3ccccc3C(F)(F)F)c2=O)cc1 | 0 | -2 | 5
Clc1ccc2nc(C34CC5CC(CC(C5)C3)C4)cn2c1 | -4 | -5 | 12
O=C(CSc1nc(CC(=O)NCc2cccs2)cc(=O)[nH]1)NCc1ccco1 | -1 | -8 | -19
S=c1[nH]nc(-c2cc(-c3ccccc3)nc3ccccc23)n1-c1ccc(Cl)cc1 | -2 | 1 | -2
Cn1cc(C(=O)O)c(-c2ccc3c(c2)OCCCO3)n1 | -1 | · | -6
COc1ccccc1-n1c(-c2ccc(Cl)cc2)cc(C(=O)N2CCN(C(=O)C(Cl)Cl)CC2)c1C | -9 | -7 | 20
Cc1ccc(S(=O)(=O)N2CCN(C(=O)C(C)C)CC2)cc1 | 0 | -1 | -16
CCOC(=O)CC1COCCN1Cc1nc(-c2cc3c(cc2Cl)OCO3)oc1C (stereo not given) | 3&-5 | · | 5&0
O=c1c(N=Nc2ccccc2[N+](=O)[O-])c(-c2ccc([N+](=O)[O-])cc2)[nH]n1-c1nc(-c2ccccc2)cs1 | -4 | -5 | 12
COCCN[C@H]1[C@@H]2OC[C@@H](O2)[C@@H](NC(=O)Nc2cccc(C#N)c2)[C@@H]1O | -6 | -6 | -7
CSc1nnc2ccc(-c3cccc([N+](=O)[O-])c3)nn12 | -6 | -8 | -11
COc1ccc2cc(C3CN(CCc4ccccn4)CCO3)ccc2c1 (stereo not given) | -3 | -11 | 1
CCOC(=O)CNC(=O)NC(C(=O)Nc1nnc(-c2ccc(Cl)cc2)s1)C(C)CC (stereo not given) | -1 | 2 | ·
COc1ccc2nc(N(Cc3ccccc3)C(=O)CS(=O)(=O)c3ccc(C)cc3)sc2c1 | -10 | -11 | -2
COc1cccc(CN2CCC(C(=O)NC(c3cccc(OC)c3)c3ccccn3)CC2)c1 (stereo not given) | -4 | -2 | 0
CCCOc1ccc(-c2cccc(NS(=O)(=O)c3ccc(CC)cc3)c2)nn1 | 4 | -5 | -3
Oc1ccc(C=NCC(F)(F)C(F)(F)C(F)(F)C(F)F)cc1 | 3 | -3 | -10
COCCc1noc(C2CN(C(=O)C(C)C)C2)n1 | -11 | -7 | ·
CCOC(=O)C1CCN(C(=O)c2cc(-c3ccccc3OC)n3nc(-c4ccccc4)cc3n2)CC1 | 0 | -5 | 17
O=C(c1csc(-c2cc3ccccc3[nH]2)n1)N1CCCC1 | -4 | · | -3
CCc1cccc(Oc2cc(C)nc(SCc3c(F)cccc3F)n2)c1 | -9 | -6 | 16
Cc1cc(C)cc(-c2nc3cc(C)ccn3c2NC(=O)Cc2ccc(F)cc2)c1 | -1 | -5 | -7
Cc1cc2nc(CN3CC(=O)N4CC[C@@H](O)C[C@H]4C3=O)[nH]c2cc1C | 2 | · | 25
COc1ccc(C2NC(=O)NC3=C2C(=O)N(CCCOC(C)C)C3)cc1 (stereo not given) | -8 | · | 3
CCn1c(CC2CCN(C(=O)C3CCCCn4nnnc43)CC2)n[nH]c1=O (stereo not given) | -5 | · | 25
Cc1ccc(C)c(S(=O)(=O)NC2CCN(C(=O)C3CC3)CC2)c1 | -6 | · | 4
CCC(C)N(CC#Cc1ccccc1)Cc1nc[nH]c1C (stereo not given) | -6 | -8 | 6
O=C(c1cccc(F)c1)N(Cc1ccccc1Cl)CC1CC(c2ccc(Cl)cc2)=NO1 (stereo not given) | -10 | -10 | 30
c1c(CN2CCC(c3nnc4n3CCCCC4)CC2)nn2c1CNCC2 | -4 | · | 20
CCOC(=O)c1cc(C(C)(C)C)n(C2CCN(C(=O)C(CC)c3ccccc3)CC2)n1 (stereo not given) | 3 | -1 | -3
COc1ccc(-n2c(SCC(=O)N3CCN(C(=O)c4cccc(Br)c4)C(C)C3)nnc2-c2ccco2)cc1 (stereo not given) | 22 | -2 | 8
CC(=O)c1cccc(NC(=O)CCCCC2C3NC(=O)NC3CS2(=O)=O)c1 (stereo not given) | -12 | -7 | 8
Oc1ccccc1N1CCN(Cc2cc(Cl)cc3c2OCOC3)CC1 | -7 | · | 0
CCCN(C1=NC2CS(=O)(=O)CC2S1)c1ccc(OCC)cc1 (stereo not given) | -9 | -4 | 8
Clc1ccc2nc(CSc3ncnc4sc5c(c34)CCC5)cn2c1 | -8 | · | 5
COc1ccc(-c2ccc(CCC(=O)O)n2NC(N)=O)cc1 | 3 | -4 | -8
CN(Cc1ccccc1Br)C(=O)Cn1nc(-c2ccc(F)cc2)oc1=O | -4 | -7 | -5
CSc1nnc(C(C)(C)C)c(=O)n1N=Cc1ccccc1I | -9 | -5 | -4
Cc1ccc(-c2nnc(SCC(=O)C(C)(C)C)n2C)cc1 | -3 | · | 2
CCOC(=O)c1c(-c2ccccc2)csc1NC(=S)NC(=O)CCl | -3 | 2 | -5
COc1ccc(NC(=O)Nc2ccc(N3CCCCC3)cc2)cc1 | -17 | · | 3
O=c1c2cccnc2[nH]c(=S)n1CC1CCCO1 (stereo not given) | -5 | -10 | 5
CC(C)NC(=O)[C@@H](C)N1Cc2ccc(N3CCOCC3)nc2C1=O | -9 | · | 10
CNC(C#N)Cc1ccc(OC)c(OC)c1 (stereo not given) | 4 | · | 3
COc1ccc(CC(=O)Nc2cc(-c3cccs3)nn2-c2nc(C)cc(=O)[nH]2)cc1OC | -4 | · | 4
CCCN(C(C)c1nc2ccccc2c(=O)n1-c1ccc(CC)cc1)S(=O)(=O)c1ccc(Br)cc1 (stereo not given) | 4 | 1 | -8
CCS(=O)(=O)N1CCCc2cc(NC(=O)c3c(F)cccc3Cl)ccc21 | -9 | · | -2
Cc1n[nH]c(C)c1S(=O)(=O)N1CCCc2cccc(F)c21 | -5 | -1 | 4
CCCCCCCC(=O)N1CCN(c2nc(C)nc(C)c2Cc2ccccc2Cl)CC1 | 0 | -5 | ·
COc1ccc(S(=O)(=O)Nc2ccc(N(C)C)nc2)cc1 | -2 | · | 4
Cc1sc2nc(CCN)nc(NCCCc3ccncc3)c2c1C | -5 | · | -2
Cc1nnsc1C(=O)N1CCN(C(C)C)CC1 | 1 | -7 | ·
COc1cccc(NC(=O)CN2CN(c3ccccc3)C3(CCN(C(=O)c4cccc(C(F)(F)F)c4)CC3)C2=O)c1 | -6 | -3 | 19
CN1CC2([N+](=O)[O-])C=C(Oc3ccc(F)cc3)CC([N+](=O)[O-])(C1)C2 (stereo not given) | -4 | · | -2
COc1ccc2nc(C(=O)N3CCCCC3)cc(Nc3cccc(F)c3)c2c1 | -4 | -4 | 1
Cc1occc1-c1nnc(SCC(=O)N(C)Cc2ccsc2)n1C | -7 | · | 0
CNC(=O)C(C)S(=O)(=O)Cc1cccc(Cl)c1 (stereo not given) | -17 | · | 2
CCc1ccc2c(CSc3nnc(-c4cccnc4)o3)cc(=O)oc2c1 | -18 | -6 | 8
COc1cccc(N=C2NN=C(c3ccc4c(c3)CC(=O)N4)CS2)c1 | -2 | · | -1

# Next entries follow:
structure | hcGAS lum | mcGAS inh | NPYLR7 agonist
CCC1C(c2ccc(C)cc2)CCN1c1ccc(S(C)(=O)=O)cc1S(C)(=O)=O (stereo not given) | 4 | · | -2
CC(C)n1cc(C(=O)N2CCC(c3[nH]ncc3-c3cccc(F)c3)CC2)cn1 | -2 | · | 3
O=C(C1CCN(c2nccc(C(F)(F)F)n2)CC1)N1CC(=O)N2CCc3c(F)cccc3C2C1 (stereo not given) | -9 | -8 | 2
Clc1ccccc1-c1nc(N2CCOCC2)nc2ccc(Br)cc12 | 6 | -6 | 11
Cc1onc(C(=O)NCc2cccnc2Oc2ccccc2F)c1CO | -3 | -10 | 3
CC(C(=O)NCc1ccc(CN2CCOCC2)cc1)N1CCCC1c1ccsc1 (stereo not given) | -12 | · | 5
O=C(Cn1cnc2cc(F)ccc2c1=O)N(C1CCCC1)C1CCS(=O)(=O)C1 (stereo not given) | -6 | -17 | 3
Cc1ccc(Oc2cc(C)nc(SCc3ccccc3C#N)n2)cc1 | -3 | -5 | 2
CN(C)C1CCCN(C(=O)Nc2ccc(F)cc2F)CC1 (stereo not given) | -2 | -2 | 5
CC(C)CCNC(=O)c1cc2c(s1)CSC2 | -4 | -5 | 4
CCOC(=O)[C@H]1[C@@H](O)C(=O)N(C(C)C)C12CCN(C(=O)c1ccc(NC(C)=O)cc1)CC2 | 6 | -4 | 3
ClC1(Cl)CC1Cn1cnc2ccccc21 (stereo not given) | -4 | · | 0
O=C1C(=O)N(CCCN2CCOCC2)C(c2ccc(Cl)c(Cl)c2)C1=C(O)c1ccccc1 (stereo not given) | -6 | -6 | 11
CCOC(=O)N1CCC(N(C)Cc2nc3ccc(C)cc3[nH]2)CC1 | -4 | · | 1
COc1cc2c(C(=O)O)c(C)n(-c3ccc(C)cc3C)c2c2ccccc12 | -5 | -3 | -5
O=C(CSc1nnc(NCC2CCCO2)s1)Nc1cccc(F)c1 (stereo not given) | 11 | -1 | -2
CCOc1ccc(C(=O)Nc2ccc3oc(-c4ccccc4Br)nc3c2)cc1[N+](=O)[O-] | 2 | -7 | 10
CCN(CC)C(=S)N=P(c1ccccc1)(N1CCOCC1)N1CCOCC1 | -7 | · | -5
CCc1ccc(-c2nccn2Cc2ccc(S(N)(=O)=O)cc2)o1 | -4 | 0 | 3
Cc1cc(SC2CCCCC2)ccc1NC(=O)Cn1ccc(=O)n(C)c1=O | -7 | -17 | -6
CCC1CN(C(=O)c2ccccc2NC(=O)c2ccc(C)o2)CCN1 (stereo not given) | -7 | -11 | 3
NC1CC(=O)N(Cc2ccccc2Cl)C1 (stereo not given) | -9 | · | 9
CCC(C)(C)c1ccc(S(=O)(=O)N2CCN(c3nc4nccc(-c5cc(Cl)ccc5Cl)n4n3)CC2)cc1 | -4 | -6 | 6
Cc1noc(C)c1CN1CCC(C)CC1 | 5 | · | -6
C=C(C)CN(CC)Cc1nc(-c2ccc(C(F)(F)F)cc2)oc1C | 0 | -2 | -7
CCc1ccc(S(=O)(=O)NCCCn2nc(-c3ccc(C)cc3)ccc2=O)s1 | 4 | · | 1
C=CCN(CC=C)C(=O)CSc1nnc(Cc2ccccc2)n1-c1ccc(C)cc1 | -4 | -3 | ·
O=C(NCc1ccccn1)c1coc(CN(CCc2c[nH]c3ccccc23)Cc2ccc3c(c2)OCO3)n1 | -3 | -3 | 1
O=C(O)c1cc2cc(F)ccc2[nH]1 | 4&1 | 0&1 | 0&-8
CCOc1cccc2c1OC[C@@H]1CN(CC(C)(C)O)C(=O)CCN(C(=O)OCC(C)C)[C@H]21 | -10 | -7 | -3
Cc1cccc(Cn2cccc2CN(Cc2ccc(Br)cc2)C(C)C(C)C)c1 (stereo not given) | -2 | -6 | ·
Nn1c(O)c(C2=c3cc([N+](=O)[O-])ccc3=NC2=O)sc1=S | -4 | · | 1
Cn1ccnc1-c1nccn1CC1CCN(Cc2ccccc2)CC1 | -2 | · | 1
Cc1nc(SCC(=O)NC2CCCC2)c(C#N)c(C)c1C | -5 | -9 | -2
CCOCC(=O)N1CCN(c2nc3c(s2)CN(CC)CC3)CC1 | -10 | -6 | ·
Cc1cccc(Oc2cc(N3CCOCC3)ncn2)c1 | -5 | -10 | -8
O=C(CN1CSCC1=O)Nc1cc(Cl)ccc1Sc1ccc(F)cc1 | -11 | · | 0
CCCCCCn1c(SCC(N)=O)nc2ccccc2c1=O | -5 | -8 | -1
CC1CN(C(=O)CN2C(=O)NC3(CCCCCCC3)C2=O)CC(C)O1 (stereo not given) | -6 | · | 1
COc1oc(=O)c2cc(N)ccc2c1Cl | -1 | · | -2
CN(CC(=O)Nc1sc2c(c1C(N)=O)CCCC2)S(=O)(=O)c1ccc(Cl)s1 | -2 | · | 3
Cc1c(C)n2c3c(=O)n(CC(C)C)c(=O)n(C)c3nc2n1CCO | 4 | -1 | 3
O=C1C2C3C=CC(C3)C2C(=O)N1c1cc(C(F)(F)F)ccc1Cl (stereo not given) | -4 | -2 | 5
C=C1c2ccccc2NC(=O)N1Cc1ccc(C(F)(F)F)cc1 | -2 | · | 5
CCCCn1nc(C)c2c1NC(=O)CC2C1CCNCC1 (stereo not given) | 2 | 2 | 0
Cc1nc(C2CN(CCn3nc4ccccn4c3=O)CCO2)n[nH]1 (stereo not given) | -7 | · | 5
CC(=O)c1c(C)[nH]c(C(=O)OCC(=O)c2c(N)n(CC(C)C)c(=O)n(C)c2=O)c1C | -1 | -2 | 3
COc1cc(C2NC(=O)N(C)C(C)=C2C(=O)OCC(C)C)cc(Br)c1O (stereo not given) | -5 | -4 | -4
Cc1nnc(-c2cccc(-c3c(C)cccc3C)c2)o1 | 3 | 0 | 3
N#CCCn1nc(-c2ccccc2)c2c1Nc1ccccc1NC2c1ccccn1 (stereo not given) | -4 | · | 4
CCOC(=NCc1ccco1)NC(=O)c1ccc(OC)cc1 | -9 | -5 | -4

# Quoted at random: 3 compounds from above.
structure | hcGAS lum | mcGAS inh | NPYLR7 agonist
O=C1C2C3C=CC(C3)C2C(=O)N1c1cc(C(F)(F)F)ccc1Cl (stereo not given) | -4 | -2 | 5
CCCCn1nc(C)c2c1NC(=O)CC2C1CCNCC1 (stereo not given) | 2 | 2 | 0
CCOC(=NCc1ccco1)NC(=O)c1ccc(OC)cc1 | -9 | -5 | -4
